# Compound activity: PubChem, National Center for Advancing Translational Sciences (NCATS)
# PNC inhibitor – High Content Assay for Compounds that inhibit the Assembly of the Perinucleolar Compartment; activity change (PNC), negative = inhibition, % at 10 µM; actives 3.1% (n = 140,000); AID 2417, 2010; PC3M PTB-GFP, PNC prevalence imaging, 16 h; active compounds read low;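 active means readout at or below -70, meaning at least 70% loss of cells showing the perinucleolar compartment, a nuclear body marking cancer cells; inconclusive means readout between -30 and a set limit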;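 further: plate controls were DMSO wells for no effect and camptothecin positive control wells for full effect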
#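 Read-out is percentage of cells bearing a perinucleolar compartment, from automated 20x imaging of fixed, Hoechst-stained PC3M PTB-GFP cells. Cells were seeded 4 h, then exposed 16 h to compound (23 nl of library stock) in duplicate plates.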
# 12-hLO inh – qHTS Assay for Inhibitors of 12-hLO (12-human lipoxygenase) | actives 0.12% (n = 150,000) | Polyunsaturated fatty acid lipoxygenase ALOX12 (Homo sapiens), P18054 | purified 12-hLO, xylenol orange hydroperoxide absorbance | Potency, µM (top dose mostly 57.1 µM), for the others: at the top dose activity change, negative = inhibition, hits mostly inhibitors; further: potency means the concentration at half of the fitted maximal effect; nearly all actives have a fitted effect of over 55% in size; many of its hits are not listed in these tables
# Target sequence (P18054 whole entry, looked up): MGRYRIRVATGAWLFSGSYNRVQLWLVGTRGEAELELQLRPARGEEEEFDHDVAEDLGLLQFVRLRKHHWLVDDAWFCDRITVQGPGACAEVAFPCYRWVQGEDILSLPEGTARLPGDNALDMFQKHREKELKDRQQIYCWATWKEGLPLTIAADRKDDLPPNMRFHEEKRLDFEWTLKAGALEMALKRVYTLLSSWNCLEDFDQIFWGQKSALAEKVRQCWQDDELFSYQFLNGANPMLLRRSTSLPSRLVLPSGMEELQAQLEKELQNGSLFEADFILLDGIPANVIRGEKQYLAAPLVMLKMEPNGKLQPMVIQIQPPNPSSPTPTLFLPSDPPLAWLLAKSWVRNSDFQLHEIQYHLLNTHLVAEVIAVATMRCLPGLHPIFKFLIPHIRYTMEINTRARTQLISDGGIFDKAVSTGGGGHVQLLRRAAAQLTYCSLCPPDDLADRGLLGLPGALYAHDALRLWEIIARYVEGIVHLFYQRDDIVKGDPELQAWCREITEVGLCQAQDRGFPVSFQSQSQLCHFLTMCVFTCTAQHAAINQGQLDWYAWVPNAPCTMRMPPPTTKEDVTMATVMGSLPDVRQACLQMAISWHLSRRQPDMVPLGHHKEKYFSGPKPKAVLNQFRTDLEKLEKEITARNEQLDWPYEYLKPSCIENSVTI
#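 150 nM 12hLO, 25 mM Hepes pH 7.0 + 0.01% Triton X-100; cpd preinc 15 min RT; 40 uM arachidonic acid, 30 min RT; Fe-XO 30 min; A573/A405 ratio as read-out.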
# IMPase cell inh – qHTS Assay for Identifying the Cell-Membrane Permeable IMPase Inhibitors | Inositol monophosphatase 1 (Rattus norvegicus), P97697 | AID 901, 2007 | 120,000 tested, under 10 active | CHO-M1 cells, IP1 accumulation, HTRF TR-FRET ratio | inhibition (IP1 accumulation), % at 46.1 µM; active means well fitted curve in the direction sought with a large enough effect in the signal ratio, not every such curve was filed as active; inconclusive means small, poorly fitted or top-dose-only effect, or a change in a side signal; inactive means no such curve, though single readings can be large or run the other way; the % refers to the signal ratio;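 further: cells stimulated with carbachol in lithium chloride buffer; plate controls were DMSO basal wells for no effect and reference inhibitor wells for full effect; higher means more IMPase inhibition seen as more IP1 and lower FRET ratio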
# Target sequence (P97697 whole entry, looked up): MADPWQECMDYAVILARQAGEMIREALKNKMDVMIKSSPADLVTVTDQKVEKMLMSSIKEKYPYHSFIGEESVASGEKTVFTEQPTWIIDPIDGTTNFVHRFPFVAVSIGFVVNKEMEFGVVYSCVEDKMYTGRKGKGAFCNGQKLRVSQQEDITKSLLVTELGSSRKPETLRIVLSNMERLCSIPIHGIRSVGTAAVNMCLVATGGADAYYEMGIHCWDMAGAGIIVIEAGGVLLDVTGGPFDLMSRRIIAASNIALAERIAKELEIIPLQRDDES
#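 Seeded CHO-M1 cells were dosed with compound at up to 46 uM, stimulated with carbachol for 30 min, then lysed in IP-One detection reagents. Higher IP1 lowers the TR-FRET signal.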
# 15-hLO-2 inh – qHTS Assay for Inhibitors of 15-hLO-2 (15-human lipoxygenase 2); purified 15hLO-2, xylenol orange hydroperoxide absorbance; Potency, µM (titrated, usually from 57.1 µM), for inactives: at the top dose activity change, negative = inhibition, most hits filed as inhibitors; actives 0.56% (n = 110,000); further: potency means the concentration at half of the fitted maximal effect; nearly all actives have a fitted effect of over 60% in size; many of its hits are not listed in these tables
#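 Screening format was qHTS against 50 nM purified 15hLO-2 in Hepes pH 7.5 with detergent. Activity follows hydroperoxide formation from 45 uM arachidonic acid, measured as 573:405 nm absorbance ratio of the ferric-xylenol orange complex.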
# The depositor's hits bear a star; ? = inconclusive; · = not tested or not shown; [ ] = another dose, or the depositor's remark. Unless noted, the call rests on the fitted dose curve; in most records, active means well fitted curve in the direction sought with a large enough effect; inconclusive means small, poorly fitted or top-dose-only effect, or another doubt; inactive means no such curve, though single readings can be large; an effect the other way counts as inactive or inconclusive. Unless noted, on the % scale 0 is the no-effect control and ±100 the full control effect.
SMILES,PNC inhibitor,12-hLO inh,IMPase cell inh,15-hLO-2 inh
C=CC[C@@H]1C=C[C@H](O/N=C/c2ccc(C(=O)N3[C@H](c4ccc(C)cc4)[C@@H](C)CC[C@H]3C(=O)OC)cc2)[C@@H](CO)O1,-4,-2%,·,·
O=C(NC(=S)Nc1nc(-c2cccc3ccccc23)cs1)c1cc2ccccc2o1,-2,-1%,-1,·
CC(C)(C)c1ccc(C(=O)N2CCC(C(=O)NCc3ccncc3)CC2)cc1,?,8%,3,5%
NCC(O)COc1ccc2c(c1)OCO2 (stereo unspecified),?,-8%,6,14%[2.29 µM]
O=C(NCCc1c[nH]c2ccccc12)/C(=C\c1cccnc1)NC(=O)c1cccs1,-16,-1%,·,·
COc1ccc(N=C2SC(C(N)=O)CC(=O)N2CCc2ccc(OC)c(OC)c2)cc1 (stereo unspecified),11,-2%,-3,7%
CC(C)(C)NC(=O)/C=C/c1ccc(C(F)(F)F)cc1,27,1%,·,·
Cn1c(CSc2nc3ccc(Br)cc3[nH]2)nc2ccccc21,55,-9%,4,39%[activator]
O=C(O)/C=C\C(=O)Nc1ncn[nH]1,·,5%[11.4 µM],·,-10%[11.4 µM]
Cc1ccc(C(=O)Nc2ccccc2C(=O)NCc2ccco2)cc1S(=O)(=O)N1CCCCC1,305,-9%,15,·
CCCCOc1ccc(NC2=NC3(CCCC3)N=C(N)N2)cc1,-7,1%,6,31%[activator]
CCC/C=C(\CCC)C(NS(=O)(=O)c1cccc2cccnc12)c1ccc(-c2ccccc2)cc1 (stereo unspecified),·,1%,·,-6%
O=C(CCn1c(=O)oc2ccccc21)Nc1nccs1,-19,-7%,-2,6%
Cc1ccc(Nc2nnc(SCc3ccccc3)s2)cc1,11,0%,15,·
Cc1ccc(C(=O)Oc2cccc(NC(=O)c3cccs3)c2)cc1S(=O)(=O)N1CCOCC1,56,-1%,3,0%

# Given with tabs: six of the compounds above
SMILES	PNC inhibitor	12-hLO inh	IMPase cell inh	15-hLO-2 inh
O=C(NCCc1c[nH]c2ccccc12)/C(=C\c1cccnc1)NC(=O)c1cccs1	-16	-1%	·	·
COc1ccc(N=C2SC(C(N)=O)CC(=O)N2CCc2ccc(OC)c(OC)c2)cc1 (stereo unspecified)	11	-2%	-3	7%
CC(C)(C)NC(=O)/C=C/c1ccc(C(F)(F)F)cc1	27	1%	·	·
Cn1c(CSc2nc3ccc(Br)cc3[nH]2)nc2ccccc21	55	-9%	4	39%[activator]
O=C(O)/C=C\C(=O)Nc1ncn[nH]1	·	5%[11.4 µM]	·	-10%[11.4 µM]
Cc1ccc(C(=O)Nc2ccccc2C(=O)NCc2ccco2)cc1S(=O)(=O)N1CCCCC1	305	-9%	15	·

# The list goes on.
SMILES,PNC inhibitor,12-hLO inh,IMPase cell inh,15-hLO-2 inh
COc1ccc(/C=N/NC(=O)COc2ccc(Cl)cc2Cl)cc1Cn1nc(C)cc1C,?,-14%,·,·
Cc1ccc2cc(CCNC(=O)c3cccs3)c(=O)[nH]c2c1,68,-2%,·,·
C#CCn1c(=NC(=O)c2sc3ccccc3c2Cl)sc2cc(S(N)(=O)=O)ccc21,13,2%,·,·
Cc1ccc(-c2nn3c(C)nnc3s2)cc1NCc1c(F)cccc1Cl,?,-7%,5,-1%
c1ccc(-c2nc[nH]c2-c2ccccc2)cc1,?,3%,4,8%
Cc1nc2cc(NC(=O)COc3ccc(C#N)cc3)ccc2n1-c1ccccc1,-16,-5%,-4,26%
O=C1CCN(S(=O)(=O)c2ccc(Cl)cc2)N1,82,6%,-7,68%[activator]
CCOc1cc(CNCCO)cc(Br)c1OCc1cccs1,-20,11%,-5,54%[activator]
CCOc1ccc(Br)cc1S(=O)(=O)Nc1ccc(Cl)c(S(=O)(=O)N(C)C)c1,44,-1%,-6,·
N#CC(C(=O)Nc1cccc(Cl)c1)=C1Nc2ccccc2N1,46,-9%,17,0%
CCOc1ccc2nc(NC(=O)C(CCSC)NS(=O)(=O)c3cccs3)sc2c1 (stereo unspecified),-20,-21%,-4,-16%
Nc1nn(-c2ccccc2)c(N)c1N=Nc1ccccc1,-20,-4%,·,·
O=C(c1ccccc1)n1nnc2ccccc21,?,2%,-14,?
CC(C)CCn1c(CN2CCN(Cc3ccccc3)CC2)nc2c1c(=O)n(C)c(=O)n2C,?,2%,3,-1%
CCOC(=O)c1ccc(N=C2C(=S)N(c3ccc(C(=O)OCC)cc3)C(=N)N2/N=C/c2ccccc2)cc1,-86*,-5%,10,·
Cc1nn(Cc2ccccc2)c(C)c1/C=N/NC(=O)c1cccnc1,?,3%,·,·
O=C1CCCC(=NCc2ccco2)C1,?,-1%,-10,1%
CCN1C(=O)/C(=C\N2CCOCC2)SC1=S,4,-2%,-3,?
CC1=C(C(=O)Nc2ccc(C)cc2)C(c2ccc(N(C)C)cc2)NC(=O)N1 (stereo unspecified),83,1%,4,·
CCOC(=O)C1=C(O)/C(=C\c2ccc(CNC(=O)C(=O)Nc3ccccc3)o2)N=C1C,?,-18%,14,?
Cc1c(C#N)c2ccccc2n1CC(=O)N1CCCC1,?,-9%,-4,-10%
COCCNC(=S)N1CCc2cc(OC)c(OC)cc2C1COc1ccc(C(C)C)cc1 (stereo unspecified),?,-5%,·,·
O=C(CCC(=O)OCC(=O)c1ccccc1)Nc1cccc(Cl)c1,?,7%,·,·
Cn1c(NNC(=O)CCC2CCCCC2)cc(=O)n(C)c1=O,68,-1%,·,·
Cc1cc(C)cc(OCC(=O)Nc2ccccc2C(=O)NCc2ccco2)c1,-9,-1%,7,-9%
Cc1ccnc2nc(C(=O)NCCc3ccc(F)cc3)nn12,-9,-5%,-7,2%
O=C(OCC1OC(n2ccc(=O)[nH]c2=O)C(O)C1OC(=O)c1ccccc1)c1ccccc1 (stereo unspecified),63,6%,-1,-1%
CCOCCCNS(=O)(=O)c1ccc(NC(=O)c2ccc([N+](=O)[O-])cc2Cl)cc1,24,-1%,·,·
Cc1sc(N2C(=O)C3C4C=CC(C4)C3C2=O)c(C#N)c1C (stereo unspecified),?,2%,·,·
O=S(=O)(c1ccc(N2CCN(CCO)CC2)nc1)N1CCCCC1,-28,-2%,2,·
CN(C)c1nc(NCc2ccccc2)nc(Oc2ccc(=O)[nH]n2)n1,-20,-9%,3,-11%
Cc1[nH]c2ccc(-c3nnc(SCC(=O)NCc4ccco4)n3Cc3ccccc3)cc2c1C,12,-3%,7,-16%
CCc1ccc(N(CC(=O)Nc2ccc(NC(C)=O)cc2)S(=O)(=O)c2ccccc2)cc1,47,-4%,·,·
Cn1c(NCCCN2CCOCC2)nc2c1c(=O)n(Cc1ccc(Cl)c(Cl)c1)c(=O)n2C,?,1%,4,24%
CCOC(=O)CN(C(=O)Cn1nnc(-c2ccc(C)cc2)n1)C(CC)C(=O)NC1CCCC1 (stereo unspecified),-28,-2%,3,-7%
CCCCC(CCC(=O)O)(C(=O)OCC)c1csc(N)n1 (stereo unspecified),?,2%,-6,1%
O=C(NCC1CCCO1)c1cc(-c2ccncc2)nc2ccc(S(=O)(=O)N3CCOCC3)cc12 (stereo unspecified),?,0%,-7,-2%
Cc1ccc(Cn2ccc(NC(=O)c3nn(C)cc3Cl)n2)cc1,?,2%,3,8%
CCOc1ccccc1C1C(C(N)=O)=C(C)Nc2nc(CCCO)nn21 (stereo unspecified),5,7%,2,0%
Cn1cccc1Cc1nnc(SCC(=O)NCc2ccccc2)n1-c1ccc(F)cc1,-20,-2%,-6,0%
COc1ccc(NC(=O)c2cc(CC(C)C)on2)cc1OC,?,4%,15,1%
O=C(c1ccco1)N1CCN(c2cccc(Cl)c2)CC1,-14,-3%,-9,-2%
O=C(COc1ccccc1)Nc1nccs1,?,20%,-4,·
O=C(Cn1c(=O)oc2cc(S(=O)(=O)N3CCCC3)ccc21)N1CCN(c2ccccc2)CC1,4,-6%,1,-4%
O=C(O)C1CC=CCC1C(=O)Nc1ccccc1C(=O)N1CCN(c2ccccc2)CC1 (stereo unspecified),-6,-4%,-7,0%

# Already shown: entries from further up.
SMILES,PNC inhibitor,12-hLO inh,IMPase cell inh,15-hLO-2 inh
CN(C)c1nc(NCc2ccccc2)nc(Oc2ccc(=O)[nH]n2)n1,-20,-9%,3,-11%
Cc1[nH]c2ccc(-c3nnc(SCC(=O)NCc4ccco4)n3Cc3ccccc3)cc2c1C,12,-3%,7,-16%

# Looked up by structure from the entries so far (three):
SMILES,PNC inhibitor,12-hLO inh,IMPase cell inh,15-hLO-2 inh
CN(C)c1nc(NCc2ccccc2)nc(Oc2ccc(=O)[nH]n2)n1,-20,-9%,3,-11%
Cc1[nH]c2ccc(-c3nnc(SCC(=O)NCc4ccco4)n3Cc3ccccc3)cc2c1C,12,-3%,7,-16%
O=C(O)C1CC=CCC1C(=O)Nc1ccccc1C(=O)N1CCN(c2ccccc2)CC1 (stereo unspecified),-6,-4%,-7,0%

# The results go on.
SMILES,PNC inhibitor,12-hLO inh,IMPase cell inh,15-hLO-2 inh
Cc1noc(C)c1COc1ccc(C(=O)OCC(=O)N2CC3(C)CC2CC(C)(C)C3)cc1 (stereo unspecified),31,-4%,11,0%
CCOc1c(Cl)cc(C(=O)Nc2ccccc2C(=O)O)cc1Cl,110,2%,5,-1%
O=C(CSc1nnc(CNc2cccc(C(F)(F)F)c2)n1Cc1ccco1)NCc1ccco1,236,7%,1,·
COc1ccc(NC(=O)COC(=O)CNS(=O)(=O)c2ccc(F)c(F)c2F)cc1OC,13,0%,-6,·
Cc1cccn2c(=O)c3cc(C(=O)NCCCN4CCCC4=O)n(C)c3nc12,?,-6%,-13,6%[2.29 µM]
O=C(Cc1ccccc1)NC(Nc1cccc2ccccc12)C(Cl)(Cl)Cl (stereo unspecified),-29,-5%,3,-28%
Cc1ccc(C(=O)NC2CCS(=O)(=O)C2)cc1S(=O)(=O)N1CCOCC1 (stereo unspecified),-7,3%,-16,-4%
Cn1cc([N+](=O)[O-])c(C(=O)Nc2ccn(Cc3c(F)c(F)cc(F)c3F)n2)n1,?,0%,1,-10%
COc1ccc(OC)c(C2C3CN(C(C)C)CC=C3C(C#N)=C(N)C2(C#N)C#N)c1 (stereo unspecified),-8,-14%,-5,13%
CN1CCN(C(=O)CCc2nc3ccccc3n2-c2ccccc2)CC1,?,0%,·,·
CCOC(=O)Cc1nnc(NC(=O)CSc2nnc3c4ccccc4n(C)c3n2)s1,-2,-1%,-24,-17%
CC(=O)CC(=O)NC(=NC1CCCCC1)Nc1nc(C)cc(C)n1,?,1%,12,5%
O=C(CNC(=O)c1cccc(F)c1)OCC(=O)N1CCCc2ccccc21,-28,2%,·,·
Cc1ccc(CN2CCN(/N=C/c3cccnc3)CC2)cc1,-28,-4%,4,·
Cc1ccc(C)c2[nH]c(=O)c(CN(Cc3cccs3)C(=S)NCc3ccco3)cc12,51,-15%,·,·
Cc1ccc(/C=N/NC(=O)C2(O)c3ccccc3-c3ccccc32)o1,18,-2%,·,·
O=C(N/N=C/c1ccc(Br)cc1)c1ccc(F)cc1,42,-2%,4,·
CCN(CC)CC[n+]1ccc2c(C)c3[nH]c4ccc(O)cc4c3c(C)c2c1,·,7%[11.4 µM],·,2%[11.4 µM]
Cc1noc(C)c1COc1ccc(C(=O)NCc2ccccn2)cc1,4,2%,1,2%
CCN(CC)CCN1C(=O)C(=O)/C(=C(/O)c2ccc(C)cc2)C1c1ccncc1 (stereo unspecified),9,-1%,3,0%
CC1CC(C)CN(c2ncc3c(n2)CC(c2ccccc2)CC3=O)C1 (stereo unspecified),?,-5%,4,0%
CCc1ccc(-c2csc(NC(=O)C3CCCO3)c2C(=O)OC(C)C)cc1 (stereo unspecified),-25,-2%,6,-5%
CCOc1ccccc1C(=O)NCc1ccc2c(c1)OCO2,55,-5%,-8,0%
